NS5 inhibitors = flavivirus cap methylation enzyme inhibition – biochemical, confirmation dose response, primary screen (AID 588689). Dengue-2 NS5 methyltransferase capping enzyme assay, biochemical; higher % means a stronger effect. inhibition, % at 25 µM; hits with a dose series show IC50 in µM. 340,000 tested, 0.3% active; in the data active = a potency from the dose series; inconclusive = inhibition above about 29% without an active follow-up result
Rac1 GTP hydrolysis = MgcRacGAP GTPase-activating activity inhibitors, confirmation, biochemical, ADP Hunter fluorescence; MgcRacGAP-stimulated Rac1 GTP hydrolysis, ADP Hunter fluorescence; higher % means a stronger effect; GST-tagged Rac1 F28L mutant substrate; inhibition, % at 30 µM; hits with a dose series show IC50 in µM; 340,000 tested, 0.6% active; AID 624330;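 active = first-screen hits whose inhibition reached a set limit at any dose in the follow-up dose series; inconclusive = inhibition above the set first-screen limit but never retested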;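 note: fluorescence reports GDP produced by GAP-driven GTP hydrolysis; strong numbers were not always called active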
RSV antiviral HEp-2 = RSV antiviral activity via CPE protection, HEp-2 cells, primary 10 µM value included (AID 2391) | CPE inhibition, % at 10 µM; hits with a dose series show IC50 in µM | 310,000 tested, 0.13% active | HEp-2 cells, RSV-induced CPE inhibition; higher % means a stronger effect; in the data active = a potency from the dose series; inconclusive = CPE inhibition mostly from about 23% at the one dose, without a potency; inactive = the rest, 99 in 100 with CPE inhibition below about 21%; note: strong numbers were not always called active
HIV peptide binding = cell-free HIV fusion peptide-binding blockers – biochemical, uHTS, fluorescence dequenching, primary screen (AID 1986). cell-free peptide binding, fluorescence dequenching, 30 min; higher % means a stronger effect. 290,000 tested, 0.3% active. one-dose inhibition, % at 20 µM; IC50 in µM for titrated hits; in the data active = inhibition mostly above about 52%, no sharp cut-off; inactive = mostly below about 76%; note: some results filed as inactive read as strong as hits
GPR55 antagonists = GPR55 antagonists blocking LPI-driven arrestin recruitment, primary screen, imaging, U2OS, beta-arrestin-GFP, LPI agonist (AID 2013); 290,000 tested, 0.13% active; one-dose inhibition, % at 10 µM; IC50 in µM for titrated hits; U2OS GPR55 beta-arrestin-GFP translocation imaging, LPI antagonism; higher % means a stronger effect;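 active = spots per cell inhibited over 60%, with over 100 cells counted and total cytoplasm intensity under 500,000; inconclusive = wells with under 100 cells, flagged as likely toxic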;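 note: U2OS cells stably carrying GPR55 and arrestin-GFP stimulated by 5 µM LPI near EC80; imaged beta-arrestin-GFP aggregate spots per cell after agonist stimulation; plate controls were LPI-stimulated DMSO wells for no effect and DMSO wells without LPI for full effect; some results filed as inactive read as strong as hits; confirmed hits need IC50 under 10 µM and bright autofluorescent wells are also inconclusive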
K1F lysis inhibition = protection from phage-mediated lysis, alamar blue read-out – E. coli UTI89, K1F phage, bacterial capsule biogenesis inhibitors (AID 488966) | E. coli UTI89 K1F phage lysis, alamar blue, 2 h; higher % means a stronger effect | inhibition, % at 100 µM, or IC50 in µM where a hit was titrated | 340,000 tested, 0.02% active;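 active = phage lysis inhibition, versus mean bacterial control, above a set limit; inconclusive = no clear call, values can overlap the other calls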;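 note: capsule biogenesis inhibitors block K1F phage lysis so surviving cells raise fluorescence; higher fluorescence means more inhibition of phage lysis; actives were called in the ten point dose series up to 300 µM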
PhoP inhibition = inhibitors of PhoP regulon expression, primary screen, Salmonella Typhimurium, GFP reporter (AID 1863) | S. Typhimurium PhoP-regulated promoter GFP reporter, 4 h; higher % means a stronger effect | one-dose inhibition, % at 50 µM; IC50 in µM for titrated hits | 300,000 tested, 0.16% active;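 active = inhibition over 29.93%, a cutoff 3 SD above the screen mean, later confirmed by dose response; inconclusive = inhibition over 29.93% but no dose response follow-up; inactive = inhibition at most 29.93% or unconfirmed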;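 note: 0% = low Mg2+ inducing control and 100% = high Mg2+ repressing control; strong numbers were not always called active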
SV40 large T antigen = SV40 large T antigen inhibitors, biochemical (AID 1903); SV40 large T antigen ATPase/helicase inhibition assay; higher % means a stronger effect; inhibition, % at 20 µM, or IC50 in µM where a hit was titrated; 310,000 tested, 0.39% active; in the data active = a potency from the dose series; inconclusive = inhibition mostly from about 32% at the one dose, without a potency; inactive = the rest, 99 in 100 with inhibition below about 32%; note: strong numbers were not always called active
GPR35 arrestin U2OS = GPR35 antagonists blocking zaprinast-driven arrestin recruitment, primary screen, imaging, U2OS, beta-arrestin-GFP, zaprinast agonist (AID 2058); U2OS GPR35 beta-arrestin-GFP translocation imaging, zaprinast antagonism; higher % means a stronger effect; inhibition, % at 10 µM; hits with a dose series show IC50 in µM; 290,000 tested, 0.052% active;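 active = inhibition of at least 50% with at least 30 cells and total cytoplasm GFP at most 10,000,000; inconclusive = under 30 cells or total GFP of 10,000,000 plus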
NS5 inhibitors pilot replicate = second read-out of NS5 inhibitors, no call of its own (marks repeat the call); inhibition, %; measured here: pilot screen replicate inhibition
* = called active by the depositor; ? = inconclusive; / = not tested or not shown; [ ] = remark or other dose.

SMILES	NS5 inhibitors	Rac1 GTP hydrolysis	RSV antiviral HEp-2	HIV peptide binding	GPR55 antagonists	K1F lysis inhibition	PhoP inhibition	SV40 large T antigen	GPR35 arrestin U2OS	others
CCOC(=O)C(=O)Nc1nnc(COc2ccccc2)s1	-7%	-1%	2.4%	1.9%	-3%	?	-3%	4%	10%
CCCNC(=O)CCn1nc(-c2ccc(Cl)cc2)c2ccccc2c1=O	-5%	2%	5.2%	0.0%	-4%	-0.3%	0%	12%	-2%
CC(C)S(=O)(=O)N1CCCC(C(=O)c2cccc(Cl)c2)C1 (configuration not stated)	-14%	3%	6.6%	1.3%	6%	-1.3%	18%	4%	-1%
O=[N+]([O-])c1cccc(S(=O)(=O)NCC2CCCO2)c1 (configuration not stated)	-5%	-13%	2.2%	2.3%	-1%	0.5%	2%	29%	-16%
O=C(NCC12CC3CC(CC(C3)C1)C2)c1cc2n(n1)C(C(F)(F)F)CC(c1ccco1)N2 (configuration not stated)	-5%	6%	11%	-0.5%	18%	1.2%	-5%	2%	9%
CCOC(=O)c1c(NC(=O)COC(=O)CCOc2ccc(C)cc2)sc(C(=O)N(C)C)c1C	-3%	8%	-1.3%	/	/	-1.2%	-8%	5%	/
Cc1cccc(/C=N/NC(=O)c2cc(-c3cccnc3)nc3ccccc23)c1	-7%	2%	3.5%	-2.0%	1%	0.2%	-5%	1%	12%
CN1CCN(/C=N/c2c(C#N)cnn2Cc2ccccc2)CC1	1%	2%	1.7%	-0.9%	8%	0.3%	4%	7%	-11%	NS5 inhibitors pilot replicate=3.5
Cc1nc(C2CCCCC2)c(-c2ccccc2)c(N2CCOC2=O)c1C	-7%	8%	0.9%	/	/	2.9%	-3%	9%	/
CC1CCc2c(sc3nc(CSc4ncn[nH]4)[nH]c(=O)c23)C1 (configuration not stated)	-7%	6%	40%	4.9%	6%	1.1%	11%	4%	2%
NNC(=O)c1nc(-c2ccccc2)n2c1CCCCC2	-6%	0%	-0.8%	-0.8%	0%	9.1%	2%	2%	-6%
COc1ccc(S(=O)(=O)O/N=C2\CCCc3ccccc32)cc1	-2%	4%	0.4%	22%	9%	-0.7%	4%	24%	15%
Cc1oc(-c2ccccc2F)nc1CS(=O)CC(=O)NC1CC1 (configuration not stated)	-1%	5%	1.2%	2.0%	5%	0.2%	-2%	6%	-1%
O=C(NCCO)c1nc2ccccc2s1	1%	8%	-0.1%	0.5%	2%	0.3%	5%	2%	-10%
CCCCNC(=O)COC(=O)c1ccc(N(C)C)cc1	1%	2%	2.2%	-2.2%	9%	-0.5%	-2%	7%	1%
CN1CCN(c2ccccc2NC(=S)NC(=O)c2cc3ccccc3o2)CC1	0%	8%	-0.3%	0.0%	-2%	0.2%	-8%	0%	18%
Cc1ccc(C2=NNC(=Nc3ccc(F)cc3)SC2)cc1	4%	5%	/	0.7%	-5%	0.2%	-7%	9%	7%
CC(=O)Nc1ccc(C(=O)OCc2ccc(Br)cc2)cc1	-1%	4%	3.3%	-0.6%	-5%	2.2%	-21%	4%	-18%
COc1ccc(NC(=O)CN(C)C(=O)Cn2c(=O)oc3ccccc32)cc1	-6%	3%	-1.1%	/	/	1.4%[50 µM]	-7%	7%	/
O=C(CSc1ccc(-c2ccccn2)nn1)Nc1cccc(F)c1	1%	1%	0.3%	0.1%	2%	0.0%	18%	6%	-5%
CC1CC(C)CN(c2ncnc3c2cnn3-c2ccc(Cl)cc2)C1 (configuration not stated)	-3%	15%	1.3%	0.6%	9%	-0.9%	-7%	10%	-1%
Cc1ccn2cc(C(=O)Nc3nnc(C)s3)nc2c1	-7%	2%	-1.6%	3.3%	-13%	-1.6%	8%	14%	2%
Nc1c(C(=O)NC2CCCC2)sc2nc(-c3cccs3)ccc12	-11%	9%	?	27%	-8%	0.2%	-3%	12%	-6%
COCCn1c(-c2ccco2)csc1=Nc1cccnc1	10%	15%	0.4%	10%	4%	0.3%	-8%	12%	-11%
COC(=O)c1cc(NC(=O)c2cccnc2)cc(C(=O)OC)c1	-3%	12%	1.1%	1.9%	1%	0.4%	-4%	14%	-1%	NS5 inhibitors pilot replicate=3.9
COc1cc(Cl)c(C)cc1NC(=O)CC1SC(N2CCOCC2)=NC1=O (configuration not stated)	-7%	5%	-0.4%	/	/	1.2%[50 µM]	/	/	/
CCCCCCCCn1c2c(c(=N)c3c1CCC3)CCCC2	-8%	13%	6.5%	-1.7%	18%	3.6%	68µM*	14%	-6%
C=C(C)C1CC=C(C)/C(=N\NC(=O)CCC(=O)Nc2ccc(C)c(C)c2)C1 (configuration not stated)	-2%	12%	3.1%	-0.4%	-11%	-0.1%	3%	12%	10%
COc1ccc(NC(=O)CN2C(=O)COc3ccccc32)cc1OC	6%	7%	1.5%	-0.5%	4%	-1.0%	-3%	16%	-6%
COc1cc(OC)c(OC)cc1CN1CCN(S(=O)(=O)c2ccc(NC(C)=O)cc2)CC1	-7%	18%	-0.9%	1.2%	3%	-0.7%	-4%	24%	-3%
COc1cccc(/C=C2\CC(C)Cc3c2nc2ccccc2c3C(=O)O)c1OC (configuration not stated)	-13%	5%	3.0%	4.2%	-9%	0.6%	-1%	9%	-3%
Cc1ccccc1OCc1nc(-c2ccc(NC(=O)c3ccco3)cc2)no1	1%	6%	?	-2.1%	7%	1.0%	-10%	-3%	5%
CCN(CC)S(=O)(=O)c1ccc(S(=O)(=O)N(CC(=O)Nc2ccccc2)CC2CCCO2)cc1 (configuration not stated)	-3%	4%	-1.3%	/	/	2.0%	/	/	/
COc1ccc(-c2ccc(Nc3ccc(S(=O)(=O)N4CCCC4)cc3)nn2)cc1OC	-6%	0%	1.7%	-0.1%	-7%	4.6%	22%	-1%	-1%
Cc1ccc2oc(=O)c3cnn(CC(=O)N4CCCc5ccccc54)c3c2c1	-1%	4%	0.2%	2.8%	-8%	0.3%	-8%	9%	-5%
CC(=O)N1c2ccc(F)c(F)c2C[C@H]1C	-1%	-1%	-0.9%	/	/	0.3%	/	/	/
O=C(Nc1ccccn1)c1ccc(S(=O)(=O)N2CCCCCC2)cc1	-7%	0%	7.6%	/	/	0.5%[50 µM]	0%	25%	/
CCOc1ccc(NC(=O)Cn2nnc(C(=O)NCCc3ccc(OC)c(OC)c3)c2N)cc1	-8%	4%	0.6%	0.3%	6%	0.8%	-14%	-1%	1%
Cc1cccc(C)c1OCC(=O)N/N=C/C=C/c1ccco1	-3%	12%	0.6%	62%	-4%	0.7%	-8%	10%	-5%
CCCN1CCN(CC(=O)Nc2nc3ccccc3s2)CC1	-1%	12%	-0.2%	0.4%	1%	0.2%	2%	3%	-7%	NS5 inhibitors pilot replicate=3.6
Cc1cc(C)c[n+](CC(=O)c2c(C)cc(C)c([N+](=O)[O-])c2C)c1	1%	6%	1.2%	1.6%	4%	0.2%	4%	1%	-4%
COc1ccc(/C=C/C(=O)c2ccc3c4c(cccc24)CC3)cc1	-4%	7%	9.1%	0.2%	8%	1.1%[50 µM]	-15%	6%	8%
COC(=O)c1cn(NC(=O)c2ccc([N+](=O)[O-])cc2Cl)c(=O)c2ccccc12	-2%	1%	19%	-1.2%	-2%	-2.4%	-2%	17%	8%
O=C(N/C(=C/c1ccc(Br)cc1)C(=O)N1CCCC1=O)c1ccco1	4%	5%	0.6%	-1.1%	-7%	0.2%	-4%	7%	5%
CC(Sc1nnc(C2CC2)n1C1CC1)C(=O)Nc1ccc(C(N)=O)cc1 (configuration not stated)	-2%	4%	1.1%	/	/	0.8%[50 µM]	/	/	/
CCCCc1ccc(S(N)(=O)=O)cc1	-3%	2%	2.2%	-0.3%	13%	0.2%	2%	5%	-9%
COc1cccc(COc2ccc(N(C)S(=O)(=O)c3ccccc3)cc2)c1	-12%	6%	10%	1.0%	-12%	1.1%	0%	10%	0%
CC(C(=O)N1CCN(c2ccc(Cl)cc2)CC1)c1ncc(C(F)(F)F)cc1Cl (configuration not stated)	-3%	3%	-0.5%	1.5%	8%	-1.2%	5%	7%	2%
CCC(C)C(NC(=O)OC(C)(C)C)C(=O)NC(C)C(N)=O (configuration not stated)	/	1%	0.5%	-1.2%	8%	0.7%	5%	20%	2%
COc1ccc(-c2[nH]nc3c2C(c2ccncc2)C(C#N)=C(N)O3)cc1 (configuration not stated)	-6%	1%	0.9%	-1.6%	11%	-0.1%	-1%	7%	4%

Carrying on:
SMILES	NS5 inhibitors	Rac1 GTP hydrolysis	RSV antiviral HEp-2	HIV peptide binding	GPR55 antagonists	K1F lysis inhibition	PhoP inhibition	SV40 large T antigen	GPR35 arrestin U2OS	others
COc1ccc(/C=N/n2cnnc2)cc1Oc1nc(Cl)ncc1F	-4%	9%	-1.6%	-1.0%	12%	0.6%	-8%	0%	3%
COc1cccc(NC(=O)CN2CCN(S(=O)(=O)c3ccc(C(C)C)cc3)CC2)c1	-10%	4%	9.2%	-0.1%	2%	3.1%[50 µM]	0%	-2%	-2%
CCCCCc1ccc(CC(=O)O)cc1	-3%	0%	3.1%	-0.6%	8%	-0.6%	13%	11%	-13%
CC(=O)Nc1ccc(C(=O)CCl)cc1	-1%	12%	-1.4%	/	/	2.2%	/	/	/
Cc1ccc(C)c(NC(=S)NCc2ccc3c(c2)OCO3)c1	-2%	10%	-0.4%	-2.0%	62%	1.9%	-1%	59%	4%
CC1(C)CC(=O)c2cc(NC(=O)c3ccccc3)c(=O)oc2C1	-5%	10%	1.4%	0.1%	-4%	2.4%[50 µM]	4%	4%	-15%
COc1ccc2cc(C(=O)COC(=O)COc3ccc4c(C)cc(=O)oc4c3)ccc2c1	-1%	-1%	6.7%	-0.5%	-5%	1.8%[50 µM]	-11%	13%	12%
COC(=O)c1ccc(CSc2nc3c(cnn3-c3ccc(Cl)cc3)c(=O)[nH]2)o1	-1%	4%	/	0.2%	4%	2.1%	-8%	4%	6%
CC(C)(C)OC(=O)C(C)(C)Sc1nnc(N)s1	5%	3%	2.3%	-0.3%	0%	-0.3%	-7%	8%	-9%
Cc1[nH]c(=O)c(S(=O)(=O)c2ccccc2)c(C)c1Cl	-2%	5%	1.8%	0.9%	5%	0.3%	11%	-3%	23%

Screens (PubChem BioAssay)
